Source: PubChem BioAssay
B2AR arrestin – qHTS assay of beta-arrestin-biased ligands of beta2-adrenergic receptor; Beta-2 adrenergic receptor (Homo sapiens), P07550; beta-arrestin recruitment to beta2AR, cell-based reporter; Potency, µM (series often up to 46.1 µM), for the others: at the highest dose activation, actives largely listed as activators; 0.02% of 330,000 active;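 note: potency is the fitted concentration of half-maximal effect; 0% = DMSO controls and full agonism = EC100 isoproterenol or metaproterenol; nearly all actives have a fitted effect of over 65% in size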
FBPA coupling cs – qHTS Assay for Inhibitors of Fructose-1,6-bisphosphate Aldolase from Giardia Lamblia: Coupling assay counterscreen. 0.67% of 290,000 active. AID 2472, 2010. coupling enzyme system counterscreen, AmpLite Red fluorescence. activity change, negative = inhibition, % at 58.2 µM, hits read low; in the data active = activity change below about -30%; note: % is set by controls: 0 for no effect and ±100 for the full control effect
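Activity here indicates interference with the coupling reaction, not aldolase inhibition. Compounds at 57.5 uM final met coupling enzymes for 10 min at RT; substrate and AmpLite Red detection followed, with a 525/598 nm fluorescence read after 20 min.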
a7 integrin act – qHTS for Activators of Integrin-Mediated Alleviation for Muscular Dystrophy | alpha7betagal myoblasts, beta-gal FDG fluorescence, 48 h | Potency, µM (top dose mostly 38.3 µM), for the others: at the top dose activation, hits mostly activators | 0.064% of 350,000 active | AID 624291, 2012;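 note: potency is the fitted concentration of half-maximal effect; 100% = response of the positive control SU9516; nearly all actives have a fitted effect of over 60% in size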
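alpha7betagal+/- myoblasts (passage 13, 250/well) treated 48 h at 37C with compounds at 1:260 dilution of DMSO stock. Lysed, then beta-galactosidase activity read as FDG fluorescence (ex 480/em 540) after 30 min, with pre-read for autofluorescence.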
ASM inhibitor – Inhibitors of Secretory Acid Sphingomyelinase (S-ASM): qHTS; Sphingomyelin phosphodiesterase (Homo sapiens), P17405; placental ASM, HMU-PC fluorogenic substrate, 60 min; Potency, µM (titrated, usually from 57.5 µM), inactives show at the top dose activity change, negative = inhibition, usual class: inhibitors; 0.006% of 340,000 active; AID 504937, 2011; note: potency is the fitted concentration of half-maximal effect
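Human placenta-derived ASM enzyme was preincubated with compound for 10 minutes at room temperature, then given fluorogenic substrate HMU-PC0 (9 uM final) for 60 minutes at 37 °C; a pH 10 stop preceded fluorescence reading at Ex 386/Em 447 nm.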
Menin MLL FP TR – qHTS Assay for Inhibitors Targeting the Menin-MLL Interaction in MLL Related Leukemias: Competition With Texas Red Labeled MLL-derived Mutant Peptide; O00255; Menin + Texas Red MLL mutant peptide, fluorescence polarization; Potency, µM (series often up to 61.6 µM), for inactives: top-dose FP activity change, negative = inhibition, actives largely listed as inhibitors; 0.23% of 270,000 active; active = well fitted inhibition curve with a large enough effect in the polarisation, with a control signal flat, not every such curve was filed as active; inconclusive = small, poorly fitted or top-dose-only effect, or effect the other way, or a change in a side signal; inactive = no such curve, though single readings can be large or run the other way; the % refers to the polarisation; note: potency is the fitted concentration of half-maximal effect; % of control where 0% means no effect; many of its hits are not listed in these tables
Target sequence (O00255 whole entry, looked up): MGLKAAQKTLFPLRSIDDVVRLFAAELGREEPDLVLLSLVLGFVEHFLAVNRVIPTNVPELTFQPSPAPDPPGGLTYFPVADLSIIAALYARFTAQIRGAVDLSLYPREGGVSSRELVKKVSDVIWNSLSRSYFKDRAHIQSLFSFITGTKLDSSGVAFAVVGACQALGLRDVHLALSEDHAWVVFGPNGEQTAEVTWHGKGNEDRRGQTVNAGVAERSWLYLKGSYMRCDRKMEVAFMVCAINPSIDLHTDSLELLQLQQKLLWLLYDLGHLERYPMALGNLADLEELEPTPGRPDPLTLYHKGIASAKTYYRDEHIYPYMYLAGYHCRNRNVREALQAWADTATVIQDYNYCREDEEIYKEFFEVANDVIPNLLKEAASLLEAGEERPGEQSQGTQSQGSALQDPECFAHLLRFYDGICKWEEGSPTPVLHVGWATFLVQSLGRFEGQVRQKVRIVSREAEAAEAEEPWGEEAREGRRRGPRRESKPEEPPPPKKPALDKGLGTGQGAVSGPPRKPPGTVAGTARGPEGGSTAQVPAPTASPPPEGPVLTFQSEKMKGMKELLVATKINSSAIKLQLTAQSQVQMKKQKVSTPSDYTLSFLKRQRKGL
PTAP TSG101 blk – qHTS Assay for Iinhibitors of HIV-1 Budding by Blocking the Interaction of PTAP/TSG101. Tumor susceptibility gene 101 protein (Homo sapiens), Q99816. Fluorescence polarization, FITC-PTAP peptide / Tsg101 binding. Potency, µM (doses to about 115 µM), without a hit: at the top dose activity change, negative = inhibition, actives largely listed as inhibitors. 340,000 tested, under 10 active; active = well fitted inhibition curve with a large enough effect in the main read-out, with a control signal flat, not every such curve was filed as active; inconclusive = small, poorly fitted or top-dose-only effect, or effect the other way, or a change in a side signal; inactive = no such curve, though single readings can be large or run the other way; note: potency is the fitted concentration of half-maximal effect; % of control where 0% means no effect
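FP read-out: FITC-PTAP peptide, 50 nM final, binding Tsg101 binding domain, 10 uM final; 20 min, r.t.; 10 mM HEPES pH 7.5, 0.15 M NaCl, 0.01% Tween 20, 3 mM EDTA, 0.1 mM TCEP.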
Tb PFK inh – qHTS Assay to Find Inhibitors of T. brucei phosphofructokinase | ATP-dependent 6-phosphofructokinase (Trypanosoma brucei brucei), O15648 | T. brucei PFK, ADP-Glo luminescence | Potency, µM (titrated, usually from 57.5 µM), for the others: at the top dose activity, negative = inhibition, hits mostly inhibitors | 0.17% of 330,000 active | AID 485367, 2010;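 note: potency is the fitted concentration of half-maximal effect; 0% = uninhibited 1x PFK enzyme wells and -100% = no-enzyme wells; nearly all actives have a fitted effect of over 60% in size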
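PFK 1.25 nM, F6P 0.5 mM, ATP 0.1 mM, 0.1 M TEA pH 8.0, 5 mM MgCl2, 0.01% Tween20, 0.1% BSA; 45 min RT. ADP-Glo readout. qHTS titration up to 57 uM; curves fitted, compounds curve-classed.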
PKM2 activator – qHTS Assay for Activators of Human Muscle isoform 2 Pyruvate Kinase | Pyruvate kinase PKM (Homo sapiens), P14618 | purified PKM2, Kinase-Glo ATP luminescence, activation; response scale: 0% is enzyme alone, no compound | Potency, µM (titrated, usually from 57.5 µM), inactives show top-dose activation, usual class: activators | 0.34% of 260,000 active; note: potency is the fitted concentration of half-maximal effect; % is set by controls: 0 for no effect and ±100 for the full control effect; nearly all actives have a fitted effect of over 55% in size
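Purified hPK-M2 (>95%) run at intermediate activity with 0.1 mM ADP and 0.5 mM PEP in 50 mM imidazole pH 7.2, KCl, MgCl2; 1 h room temperature. ATP formed read by Kinase-Glo luminescence; normalized to uninhibited and no-enzyme controls.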
GALK inh – qHTS Assay for Inhibitors of Human Galactokinase (GALK); Purified GALK, Kinase-Glo residual ATP luminescence; Potency, µM (titrated, usually from 57.5 µM), without a hit: top-dose activity change, negative = inhibition, usual class: inhibitors; 0.007% of 270,000 active; AID 1868, 2009; note: potency is the fitted concentration of half-maximal effect; % is set by controls: 0 for no effect and ±100 for the full control effect
Target sequence (P51570 whole entry, looked up): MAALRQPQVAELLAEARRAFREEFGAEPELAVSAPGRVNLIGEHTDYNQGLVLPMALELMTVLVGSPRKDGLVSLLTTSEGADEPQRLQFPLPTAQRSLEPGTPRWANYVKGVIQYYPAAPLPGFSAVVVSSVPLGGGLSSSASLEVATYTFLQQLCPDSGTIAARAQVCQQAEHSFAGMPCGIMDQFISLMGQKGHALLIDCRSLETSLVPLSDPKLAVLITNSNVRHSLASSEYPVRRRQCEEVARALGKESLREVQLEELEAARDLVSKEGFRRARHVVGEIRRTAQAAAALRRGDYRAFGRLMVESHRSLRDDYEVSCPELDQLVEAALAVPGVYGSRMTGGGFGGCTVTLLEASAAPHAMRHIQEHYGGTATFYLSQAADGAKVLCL
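Galactose (100 uM) and ATP (35 uM) were turned over by 5 nM GALK for 1 h at RT. Kinase-Glo Plus then converted the remaining ATP into a luminescent signal.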
Giardia killer – Small Molecules that selectively kill Giardia lamblia: qHTS; Giardia lamblia trophozoite viability; activity change, % at 7.66 µM, hits read low; 0.15% of 340,000 active; in the data active = activity change below about -80%; inconclusive = between about -30% and that limit;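 note: parasites exposed to compound for two days anaerobically before the ATP read; % is set by controls: 0 for no effect and ±100 for the full control effect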
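Giardia trophozoites, 100 cells per well, were exposed to compounds for 48 hrs at 37 deg C under anaerobic conditions; viability was then read as ATP content by bioluminescence after 15-30 min at room temperature.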
Chronic BCR inh – qHTS Assay to Find Inhibitors of Chronic Active B-Cell Receptor Signaling; ABC-DLBCL IkBa-CBG/CBR reporter, luminescence ratio, 4 h; Potency, µM (doses to about 46.1 µM), for inactives: at the top dose ratio change, negative = lower green/red ratio, usual class: inhibitors; 0.05% of 340,000 active; active = well fitted inhibition curve with a large enough effect in the signal ratio, with a control signal flat, not every such curve was filed as active; inconclusive = small, poorly fitted or top-dose-only effect, or effect the other way, or a change in a side signal; the % refers to the signal ratio;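 note: potency is the fitted concentration of half-maximal effect; plate controls were basal doxycycline-induced cells for no effect and cells given 10 µM MG132 for full effect; MG132 reads +100%, hits lower the ratio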
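Concentration-response series (up to 46 uM) were applied to TMD8 dual-reporter cells for 4 h at 37C with doxycycline. Green/red ratio, after filter-overlap correction, defined %Activity; red signal alone was normalised to basal cells and zero luminescence.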
* marks the source's active call; other numbers are inactive results; ? = inconclusive; / = no result given; & = joins results of further samples; [ ] = another dose, or the depositor's remark. Unless noted, calls come from the whole dose curve; as a rule, active = well fitted curve in the direction sought with a large enough effect; inconclusive = small, poorly fitted or top-dose-only effect, or another doubt; inactive = no such curve, though single readings can be large; an effect the other way counts as inactive or inconclusive.

Sample of the layout:
SMILES	B2AR arrestin	FBPA coupling cs	a7 integrin act	ASM inhibitor	Menin MLL FP TR	PTAP TSG101 blk	Tb PFK inh	PKM2 activator	GALK inh	Giardia killer	Chronic BCR inh
CN(C)S(=O)(=O)c1ccc(NC(=O)CN2CCN(C(c3ccccc3)c3ccccc3)CC2)cc1	0.1%	0	1%	0%	5%	-2%	1%	-6%	0%	-16	10%
O=C1O[C@@H](c2ccc(O)cc2)Cc2cccc(O)c21	0.0%	/	-10%	12%	/	-3%	-28%	/	/	13	?

The listing, previewed entries included:
SMILES	B2AR arrestin	FBPA coupling cs	a7 integrin act	ASM inhibitor	Menin MLL FP TR	PTAP TSG101 blk	Tb PFK inh	PKM2 activator	GALK inh	Giardia killer	Chronic BCR inh
CN(C)S(=O)(=O)c1ccc(NC(=O)CN2CCN(C(c3ccccc3)c3ccccc3)CC2)cc1	0.1%	0	1%	0%	5%	-2%	1%	-6%	0%	-16	10%
O=C1O[C@@H](c2ccc(O)cc2)Cc2cccc(O)c21	0.0%	/	-10%	12%	/	-3%	-28%	/	/	13	?
O=c1c([N+](=O)[O-])c(O)c2cccc3c2n1CCC3	0.3%	-15	-6%	-3%	-3%	-3%	6%	/	0%	-6	0%
O=C(/C=C/c1c(Cl)cccc1Cl)NCCc1ccccc1	0.5%	0	-16%	-3%	?	-1%	-5%	1%	1%	21	?
CCC(=O)C1CCCN(C(=O)c2ccc(OC3CCN(C(=O)c4cccnc4)CC3)cc2)C1 (centres undefined)	-0.5%	3	5%	1%	7%	-1%	2%	1%	0%	-10	11%
CCO[C@H]1OC(C(=O)N2CCOCC2)=C[C@@H](c2ccc(Br)cc2)[C@@H]1CCCO	-0.1%	-3	12%	2%	-11%	0%	-1%	-1%	0%	-16	0%
CC(C)(C)OC(=O)C[C@H]1C/C=C\C[C@@H](CC(=O)N[C@@H](CO)Cc2ccccc2)C(=O)NCCOC1=O	0.0%	/	9%	2%	/	-1%	8%	/	/	10	1%
Cc1cc(O)c(C(C)C)cc1C1(c2cc(C(C)C)c(O)cc2C)OC(=O)c2ccccc21	?	-7	-19%	-13%	-13%	-1%	-1%	1%	5%	16	?
Cc1ccsc1/C=C(\C(=O)c1ccc(OC(C)C)cc1)c1nc2ccccc2o1	-0.2%	5	2%	-7%	-1%	-6%	6%	5%	/	8	2%
OC(CNc1ccccc1)Cn1ccc2ccccc21 (centres undefined)	0.5%	-1	?	-2%	?	-1%	-2%	6%	1%	2	6%
COCCNc1nc2c(c(=O)[nH]c(=O)n2C)n1CCCc1ccccc1	-0.6%	2	5%	9%	-1%	1%	-8%	-2%	1%	12	-2%
CC(=O)c1ccccc1C(=O)N1CCCC(CNC(=O)c2ccccc2Cl)C1 (centres undefined)	-0.7%	2	3%	-1%	-5%	-2%	-4%	/	0%	26	-4%
CS(=O)(=O)c1ccc(C(=O)OCc2nnc(-c3ccccc3)o2)cc1[N+](=O)[O-]	-0.3%	0	-68%[inhibitor]	-5%	-3%	-1%	-2%	?	4%	5	?
COC(OC)C1Nc2ccccc2C(=O)N1c1ccc(F)cc1 (centres undefined)	-0.3%	/	12%	48%[activator]	/	0%	-5%	/	/	-5	2%
O=C1c2ccccc2C(=O)N1Cc1ccccn1	0.1%	1	15%	0%	?	0%	-3%	2%	1%	11	0%
COc1ccc(C(=O)N2CC(=O)N(CCc3ccccc3)C(=O)C2)cc1OC	-3.0%	1	-7%	4%	-9%	0%	-3%	-5%	1%	2	-1%
COc1ccc(S(=O)(=O)NCC(c2cccnc2)N2CCN(Cc3ccccc3)CC2)cc1 (centres undefined)	0.2%	/	0%	2%	/	-7%	2%	-1%	-4%	-1	0%
Cc1ccccc1C(N)c1ccncc1 (centres undefined)	-0.4%	-1	0%	-4%	3%	-1%	0%	0%	0%	8	10%
CCOc1ccc(N2CC(C(=O)NCCc3ccc(S(N)(=O)=O)cc3)CC2=O)cc1 (centres undefined)	-0.3%	3	-13%	3%	11%	-9%	-3%	1%	-1%	-10	-16%
Cc1ccc(Cc2cncc(O)c2)cc1S(=O)(=O)O	0.3%	5	3%	-1%	-9%	-4%	-1%	2%	0%	1	8%
O=C(CSc1ccc2nnc(-c3cccc(F)c3)n2n1)NCC1CCCO1 (centres undefined)	0.3%	2	13%	0%	10%	-7%	-7%	1%	-1%	-12	?
Cc1nc2ccc(NC(=O)Cc3ccc4c(c3)OCCO4)cc2s1	3.3%	4	18%	4%	2%	-1%	3%	16%	0%	-26	-3%
CC1=C(C#N)C(c2cccnc2)C2=C(CCCC2=O)N1 (centres undefined)	0.1%	1	6%	/	5%	0%	-1%	6%	-3%	-10	?
COc1cc2c(cc1OC)-c1cc(OCc3cccnc3)nc(=O)n1CC2	-0.4%	2	1%	50%[activator]	-24%	-4%	-8%	7%	4%	-11	-3%
CCn1cnc2cc(NCc3ccc(OC)cc3)ccc21	0.3%	0	-5%	0%	1%	3%	-5%	-18%	4%	10	-9%
Carrying on.
SMILES	B2AR arrestin	FBPA coupling cs	a7 integrin act	ASM inhibitor	Menin MLL FP TR	PTAP TSG101 blk	Tb PFK inh	PKM2 activator	GALK inh	Giardia killer	Chronic BCR inh
CCCn1ncc(CN2CCC(n3nccc3NC(=O)c3ccccc3OC)CC2)c1C	-0.6%	/	-10%	2%	/	-5%	2%	/	-3%	10	2%
CCCNc1nc(-c2cc(-c3ccc(Cl)cc3)on2)cc(C(C)C)n1	-0.3%	0	28%	4%	/	-8%	1%	0%	3%	2	?
CCCN(CCC)CCCNC(=O)c1cn(CC)c2ccc(S(=O)(=O)N3CCc4ccccc4C3)cc2c1=O	-0.2%	3	-22%	-2%	?	-6%	0%	2%	2%	-17	-16%
Cc1cc(C)c(S(=O)(=O)NCC(c2cccnc2)N2CCN(Cc3ccccc3)CC2)c(C)c1 (centres undefined)	0.0%	-2	-36%	-1%	-20%	2%	-3%	-1%[0.46 µM]	8%	6	6%
COc1ccc(NS(=O)(=O)c2cccc(C(=O)Nc3ccccc3C(=O)O)c2)cc1	-0.6%	6	-18%	9%	?	-9%	2%	-8%	7%	-3	0%
CC(=O)Nc1cccc(NC(=O)Cc2ccc3ccccc3c2)c1	0.0%	-1	-14%	-4%	9%	-3%	-4%	1%[11.5 µM]	9%	0	?
CCOc1ccccc1/C=N/n1c(C2CCCCC2)n[nH]c1=S	0.9%	-1	6%	-9%	-16%	-5%	-11%	/	-4%	8	0%
CSc1sc(C(=O)O)c(C)c1C(C)=O	0.5%	-3	1%	2%	4%	-2%	2%	-9%	0%	-26	10%
COc1ccc(O)c(C(=O)c2cc(C(=O)NCCc3ccccc3)c(=O)n(CCc3ccccc3)c2)c1	-0.6%	-1	-11%	-15%	2%	-5%	1%	-7%	3%	8	10%
Cc1ccc(CN(C)CC(=O)Nc2ccccc2C(=O)NC2CC2)o1	0.5%	/	-24%	-2%	/	-4%	1%	/	/	6	0%
Cc1ccc(NCC(=O)Nc2c(C)n(C)n(-c3ccccc3)c2=O)cc1S(=O)(=O)N(C)C	-0.1%	5	4%	0%	/	-2%	1%	0%	1%	14	1%
Cn1cc(S(=O)(=O)c2ccccc2)c(=O)c2cc(F)c(N3CCOCC3)cc21	4.1%	3	?	6%	0%	-4%	-13%	/	-1%	15	2%&7%
Cc1cc(C)n2nc(C(=O)N/N=C/c3c4ccccc4cc4ccccc34)nc2n1	-0.2%	0	-8%	-12%	7%	0%	0%	?	0%	10	4%

Single entries from the results shown:
FBPA coupling cs, CCOc1ccc(N2CC(C(=O)NCCc3ccc(S(N)(=O)=O)cc3)CC2=O)cc1 (centres undefined) : 3
Menin MLL FP TR, CC(=O)Nc1cccc(NC(=O)Cc2ccc3ccccc3c2)c1 : 9%

A portion of the library; the hit share may differ from the screen's.
